# From PubChem BioAssay
# SMN2 splice enh: enhancers of SMN2 splice variant expression | AID 1458 | 210,000 tested, 2.8% active | Potency, µM (doses to about 46.1 µM), for the others: top-dose activity change, positive = activation, most hits filed as activators | HEK293 SMN2-luciferase splicing reporter, luminescence, 30-36 h; note: potency is the fitted concentration of half-maximal effect; % of control where 0% means no effect; nearly all actives have a fitted effect of over 55% in size
#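 qHTS luciferase splicing reporter: luminescence rises when SMN2 exon 7 is included in transfected HEK293 cells. Compound exposure lasted 30-36 h at 37C, with 4.5 mM final sodium butyrate as control, followed by a ONE-Glo read.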
# CBFb RUNX1 block: blocks binding between human CBF-beta and RUNX1; 230,000 tested, under 10 active; AlphaScreen CBFb-His/RUNX1-biotin binding, biochemical; Potency, µM (top dose mostly 59.8 µM), for the others: top-dose activity, negative = inhibition, usual class: inhibitors; Q01196+Q13951; note: % of control where 0% means no effect
# Target sequence (Q01196 whole entry, looked up): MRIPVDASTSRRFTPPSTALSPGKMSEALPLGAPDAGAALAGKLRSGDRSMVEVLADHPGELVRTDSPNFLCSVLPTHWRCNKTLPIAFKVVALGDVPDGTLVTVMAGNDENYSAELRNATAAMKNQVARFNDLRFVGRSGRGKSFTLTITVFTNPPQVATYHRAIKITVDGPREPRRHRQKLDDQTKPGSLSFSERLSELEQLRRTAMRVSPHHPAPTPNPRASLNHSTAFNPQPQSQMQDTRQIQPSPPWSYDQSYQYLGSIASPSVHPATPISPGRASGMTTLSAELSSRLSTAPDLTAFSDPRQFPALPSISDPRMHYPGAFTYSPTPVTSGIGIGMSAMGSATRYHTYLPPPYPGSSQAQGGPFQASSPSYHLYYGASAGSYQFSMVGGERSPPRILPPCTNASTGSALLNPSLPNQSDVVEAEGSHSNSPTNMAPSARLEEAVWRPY
# Target sequence (Q13951 whole entry, looked up): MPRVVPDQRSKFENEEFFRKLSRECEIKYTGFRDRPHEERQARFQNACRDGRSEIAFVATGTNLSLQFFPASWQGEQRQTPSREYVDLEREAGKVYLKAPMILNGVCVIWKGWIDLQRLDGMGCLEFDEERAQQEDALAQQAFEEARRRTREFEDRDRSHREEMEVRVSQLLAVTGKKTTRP
#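 Inhibition was taken as any reduction in AlphaScreen signal from the CBF-beta–RUNX1 pair (His and biotin tags, 30 nM each), measured after compound (15 min) and bead (90 min) incubations at room temperature.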
# KinaseGlo FLuc: Kinase-Glo luciferase inhibition (counter-screen); Q27757; Kinase-Glo luciferase, ATP luminescence, 8 min; Potency, µM (series often up to 38.3 µM), inactives show at the highest dose activity change, negative = inhibition, actives largely listed as inhibitors; 200,000 tested, 0.28% active; AID 1379; note: potency is the fitted concentration of half-maximal effect; % is set by controls: 0 for no effect and ±100 for the full control effect; nearly all actives have a fitted effect of over 60% in size
#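 Substrate mix (final 50 mM imidazole pH 7.2, 50 mM KCl, 7 mM MgCl2, 10 uM ATP, 0.01% Tween 20, 0.05% BSA) plus pin-tool compound, then Kinase-Glo detection mix; 8 min ambient, luminescence read.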
# HttQ103 aggreg: reduces HttQ103-GFP aggregates in PC12 cells. PC12 HttQ103-GFP aggregates, Acumen cytometry, 40 h. 220,000 tested, 1.1% active. Potency, µM (doses to about 46.1 µM), for inactives: at the highest dose activity change, negative = inhibition, most hits filed as inhibitors. AID 1688; note: potency is the fitted concentration of half-maximal effect; % is set by controls: 0 for no effect and ±100 for the full control effect; nearly all actives have a fitted effect of over 60% in size
#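 Quantitative HTS on tebufenozide-induced (100 nM) PC12 cells stably expressing polyQ103 Huntingtin exon 1–GFP. Reduction of bright GFP aggregates, detected by laser scanning cytometry after lysis, identified actives across the titration.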
# HTT ATP protect: protects HTT-Q103 PC12 cells, measured by ATP; PC12 HTT-Q103 induced, cytoprotection, ATP luminescence, 40 h; Potency, µM (top dose mostly 56.4 µM), without a hit: cytoprotection (ATP increase), hits mostly activators; 230,000 tested, 0.14% active; AID 1471;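 note: potency is the fitted concentration of half-maximal effect; % of control where 0% means no effect; nearly all actives have a fitted effect of over 45% in size; toxic huntingtin expression switched on by the ecdysone agonist tebufenozide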
#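 Quantitative HTS on tebufenozide-induced (100 nM) PC12 cells expressing HTTQ103 exon 1–GFP; compounds tested as a concentration series; survival measured via cellular ATP.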
# Lamin A splicing: LMNA splicing modulation; HeLa LMNA splicing GFP/RFP minigene ratio, 48 h; Potency, µM (top dose mostly 46.1 µM), for the others: at the highest dose ratio change, negative = inhibition, most hits filed as inhibitors; 200,000 tested, 0.01% active; AID 1487; active = well fitted inhibition curve with a large enough effect in the signal ratio, with a control signal flat, not every such curve was filed as active; inconclusive = small, poorly fitted or top-dose-only effect, or effect the other way, or a change in a side signal; the % refers to the signal ratio; note: potency is the fitted concentration of half-maximal effect; % is set by controls: 0 for no effect and ±100 for the full control effect
#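 S3 HeLa stable clones carrying a lamin A-EGFP splicing minigene plus DsRed2 were seeded at 600 cells/well in Opti-MEM with 2% FBS, pin-dosed and incubated 48 h at 37°C. Acumen cytometry (488 nm) gave the GFP/RFP total-intensity ratio.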
# IMPase Li inh: cell-permeable IMPase inhibitors with lithium potentiation. Potency, µM (doses to about 59.4 µM), for the others: top-dose activity, negative = IMPase inhibition, hits mostly inhibitors. CHO-M1 cells, IP1 TR-FRET (IP-One), carbachol + lithium. 210,000 tested, 0.35% active;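 note: IP1 builds up when IMPase is blocked and the TR-FRET signal falls; potency is the fitted concentration of half-maximal effect; plate controls were basal vehicle for no effect and high inhibitor control for full effect; nearly all actives have a fitted effect of over 50% in size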
#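 Readout is a homogeneous TR-FRET IP1 immunoassay (Ex 320, Em 665 and 620), where raised cytosolic IP1 lowers signal. Cells were CHO-M1 treated 30 min at 37C with test compounds plus a little lithium; AC50 values came from Hill-equation fitting.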
# The depositor's hits bear a star; u = inconclusive; x = no result given; & = joins results of further samples; [ ] = another dose, or the depositor's remark. Unless noted, calls come from the whole dose curve; as a rule, active = well fitted curve in the direction sought with a large enough effect; inconclusive = small, poorly fitted or top-dose-only effect, or another doubt; inactive = no such curve, though single readings can be large; an effect the other way counts as inactive or inconclusive.
SMILES,SMN2 splice enh,CBFb RUNX1 block,KinaseGlo FLuc,HttQ103 aggreg,HTT ATP protect,Lamin A splicing,IMPase Li inh
CCc1ccc(NC(=O)N(CCCN2CCOCC2)Cc2cccs2)cc1,14%,2%,1%,3%,-7%,-2%,-1%[38.3 µM]
CCn1cc(C(=O)NCc2ccc3c(c2)OCO3)c(=O)c2cc(F)c(N3CCN(C)CC3)cc21,-35%[inhibitor],6%,2%,9%,-11%[0.074 µM],u,14%[38.3 µM]
CC(C)(C)c1cc(C(=O)N/N=C/c2ccc([N+](=O)[O-])s2)n[nH]1,x,-10%,x,7%[9.22 µM],-18%[10 µM],x,x
CC(=O)c1sc(NC(=O)c2ccc(Cl)cc2)nc1C,x,7%,x,30%[9.22 µM],-20%[10 µM],x,x
O=[N+]([O-])c1ccc2c(OCc3nnc(-c4ccccc4Br)o3)ncnc2c1,x,-10%,x,5%[9.22 µM],8%[10 µM],x,x
CC(=NC1CCCCC1)c1ccccc1O,-1%[9.22 µM],x,-3%[7.66 µM],x,-9%[10 µM],x,0%
COc1ccc(OC)c(NC(=O)C(CCS(C)(=O)=O)NC(C)=O)c1 (centres undefined),11%,-2%,-2%,-11%,-7%,5%,25%[38.3 µM]
O=Cc1ccc(OCC(=O)N2CCOCC2)cc1,x,8%,-1%,-9%[9.22 µM],-3%[10 µM],12%[46 µM],9%
NC(=O)c1ncc(C(F)(F)F)cc1Oc1cccc(C(F)(F)F)c1,-15%,-6%,-7%,10%,6%[10 µM],-4%,-5%[38.3 µM]
Cc1ccccc1S(=O)(=O)N(CC(O)CN1C(=O)NC(C)(C)C1=O)c1ccccc1 (centres undefined),x,9%,x,-10%[9.22 µM],-1%[10 µM],x,x
CC(C)(C)N(Cc1ccccc1)C(=O)c1ccc(Cl)cc1[N+](=O)[O-],4%,-15%,2%,-24%,x,-27%[46 µM],28%
COC(=O)[C@H]1[C@H]2C[C@@H]3c4[nH]c5cc(OC)ccc5c4CCN3C[C@H]2C[C@@H](OC(=O)c2ccc(N)cc2)[C@@H]1OC,x,x,x,-9%[9.22 µM],3%[10 µM],6%[46 µM],x
CCOC(=O)Cc1csc(NC(=O)CSc2nnc(-c3ccc(OC)cc3)n2C)n1,x,-1%,x,10%,-4%,-4%,x
O=C(O)c1cc2ccc3ccccc3c2oc1=O,-22%,2%,2%,8%,16%[10 µM],u,u
CN(C)Cc1ccccc1-c1nccc(NC2CC2)n1,3%,x,-2%,x,24%,9%,0%
O=S(=O)(/N=C(\[O-])C[n+]1ccccc1)c1ccc(Cl)cc1,x,3%,x,-6%[9.22 µM],12%[10 µM],x,x
COC(=O)c1cc2oc(C)cc2n1CC(=O)N1CCCc2ccccc21,-10%,-14%,0%,23%,-12%,24%,17%[38.3 µM]
O=C(c1n[nH]c(=O)c2ccccc12)N1CCN(c2ccccc2Cl)CC1,-8%,2%,3%,u,-11%[10 µM],u,11%[38.3 µM]
CCCC1c2ccc(C)n2CCN1C(=O)Nc1ccc(F)cc1 (centres undefined),-10%,-5%,-3%,-1%,-20%,7%,7%[38.3 µM]
NC(=O)CSc1nnc(-c2ccc(O)cc2)n1Cc1ccco1,-1%,2%,1%,12%,30%[10 µM],8%,8%
CCOC(=O)C(Oc1ccc(=O)[nH]n1)C(C)=O (centres undefined),x,3%,x,19%,-1%,-1%,x
Cc1c(C)c2ccc(Oc3ccc([N+](=O)[O-])cc3C(F)(F)F)c(C)c2oc1=O,17%,2%,0%,4%,-26%,8%,-3%[38.3 µM]
CCCc1cc(=O)oc2c(C)c(OCc3nn[nH]n3)ccc12,x,5%,x,-20%[9.22 µM],-3%[10 µM],x,x
COc1ccc(-n2c(SCC(=O)Nc3nccs3)nc3c(c2=O)SCC3)cc1,-14%,6%,-4%,7%,-14%,-8%,9%[38.3 µM]
COc1ccc(C2C(C#N)=C(N)OC3=C2C(=O)CC(C)(C)C3)cc1OC (centres undefined),x,2%,-1%,3%[9.22 µM],9%[10 µM],-10%[46 µM],5%

# Arranged by length of the SMILES (falling): 3 of the compounds above.
SMILES,SMN2 splice enh,CBFb RUNX1 block,KinaseGlo FLuc,HttQ103 aggreg,HTT ATP protect,Lamin A splicing,IMPase Li inh
CC(C)(C)N(Cc1ccccc1)C(=O)c1ccc(Cl)cc1[N+](=O)[O-],4%,-15%,2%,-24%,x,-27%[46 µM],28%
COc1ccc(C2C(C#N)=C(N)OC3=C2C(=O)CC(C)(C)C3)cc1OC (centres undefined),x,2%,-1%,3%[9.22 µM],9%[10 µM],-10%[46 µM],5%
NC(=O)CSc1nnc(-c2ccc(O)cc2)n1Cc1ccco1,-1%,2%,1%,12%,30%[10 µM],8%,8%

# (list continues)
SMILES,SMN2 splice enh,CBFb RUNX1 block,KinaseGlo FLuc,HttQ103 aggreg,HTT ATP protect,Lamin A splicing,IMPase Li inh
CC(C)CC(NC(N)=O)C(=O)NCc1ccccc1Cl (centres undefined),x,-3%,x,6%,-46%[inhibitor],x,-9%
CN(C(=O)CCn1c(=S)oc2ccccc21)C1CCCCC1,x,8%,x,-14%[9.22 µM],10%[10 µM],x,x
O=C1C=C(Nc2cccc(Cl)c2)CC(c2ccco2)C1 (centres undefined),-9%,-7%,-5%,14%,-15%,-15%,3%[38.3 µM]
O=C(CC(Nc1ccc(F)cc1)C(=O)O)c1ccccc1 (centres undefined),13µM*,-2%,-12%,12%,-29%,7%,22%[38.3 µM]
Clc1ccc2c(NCc3ccco3)ncnc2c1,-36%[inhibitor],6%,-4%,14µM*,-12%,u,33%[38.3 µM]
CC(C)Cn1c(SCC(=O)N2CCc3ccccc3C2)nc2cc(Cl)ccc2c1=O,-38%[inhibitor],4%,-6%,10µM*,14%[10 µM],u,13%
CC(C)(C)c1ccc(C(=O)c2c[nH]c(C(=O)O)c2)cc1,13µM*,-5%,2%,6%,x,x,8%
CC(C)NC(=S)N1CCC(Cc2ccccc2)CC1,-9%,1%,-4%,-18%,-44%[inhibitor],11%[9.22 µM],4%
N/C(=N\OC(=O)c1ccc(Cl)c(Cl)c1)c1cccc(CSc2ccccn2)c1,x,3%,x,-11%[9.22 µM],-9%[10 µM],x,x
CC1(C)CCC(=O)N[C@H]1CC(=O)C[C@H]1NC(=O)CCC1(C)C,-7%[9.22 µM],x,-2%[7.66 µM],x,-2%[10 µM],x,6%
Cc1noc(C)c1COc1ccc(C(=O)OCC(=O)NC(=O)C2COc3ccccc3O2)cc1 (centres undefined),u,3%,-4%,3%,13%,8%,-5%[38.3 µM]
CCCc1n[nH]c(=O)[nH]1,3%,1%,-2%,-12%,7%,9%,-12%[38.3 µM]
COc1cc(C(=S)N2CCCC2)ccc1OC(=O)c1ccc(Cl)cc1[N+](=O)[O-],-4%,-29%,-1%,11%,-43%[inhibitor],14%,-3%[38.3 µM]
COC(=O)CCCC1=CC2=CC(=O)C(C)(OC(=O)c3cccs3)C(=O)C2=CN1CCN1CCOCC1 (centres undefined),1%[9.22 µM],5%[13.1 µM],-4%[7.66 µM],29%[9.22 µM],2%&3%[10 µM],18%[9.22 µM],0%
CS(=O)(=O)N(CC(=O)NCc1ccc2c(c1)OCO2)Cc1ccccc1,26%,7%,1%,-4%,-10%,13%,22%[38.3 µM]
COC(=O)C(NNc1ccccc1)(NC(=O)c1ccc(F)cc1)C(F)(F)F (centres undefined),-23%,6%,-4%,24%,1%,20%,16%[38.3 µM]
O=C(CSc1nnnn1C1CCCCC1)N1CCOCC1,7%,4%,-2%,-1%[9.22 µM],-10%[10 µM],9%[46 µM],7%
CCC(CC)C(=O)c1c[nH]c(C(=O)OC)c1,-9%,4%,4%,-12%[9.22 µM],u,9%[46 µM],0%
Nc1c(Cl)cc2c(c1Oc1ccccc1)C(=O)c1ccccc1C2=O,3%,u,5%,-14%[9.22 µM],-1%,8%,11%[38.3 µM]
Cc1cc(Cl)c(S(=O)(=O)NCc2ccccc2)cc1OCC(N)=O,12%,-6%,7%,-3%[9.22 µM],9%,7%,0%[38.3 µM]
CN(C)C(=C(C#N)C#N)N1CCN(c2ccc(Cl)c(Cl)c2)CC1,-11%,-1%,3%,-17%,-12%,-1%,-4%[38.3 µM]
COC(=O)CSc1nc(C)c(C(C)=O)cc1C#N,28%,12%,-1%,5%,x,-15%,11%[38.3 µM]
CC1Cc2cc(/C(O)=C3/C(=O)C(=O)N(CCCn4ccnc4)C3c3ccncc3)ccc2O1 (centres undefined),3%,-5%,-1%,6%,-20%,6%,u

# Some entries already given, reduced to IMPase Li inh, CBFb RUNX1 block and KinaseGlo FLuc:
mol	IMPase Li inh	CBFb RUNX1 block	KinaseGlo FLuc
N/C(=N\OC(=O)c1ccc(Cl)c(Cl)c1)c1cccc(CSc2ccccn2)c1	x	3%	x
CC1(C)CCC(=O)N[C@H]1CC(=O)C[C@H]1NC(=O)CCC1(C)C	6%	x	-2%[7.66 µM]

# Structural class: the compounds so far with two or more sulfur atoms
SMILES,SMN2 splice enh,CBFb RUNX1 block,KinaseGlo FLuc,HttQ103 aggreg,HTT ATP protect,Lamin A splicing,IMPase Li inh
CCOC(=O)Cc1csc(NC(=O)CSc2nnc(-c3ccc(OC)cc3)n2C)n1,x,-1%,x,10%,-4%,-4%,x
COc1ccc(-n2c(SCC(=O)Nc3nccs3)nc3c(c2=O)SCC3)cc1,-14%,6%,-4%,7%,-14%,-8%,9%[38.3 µM]
